ARFGAP1 inh – inhibits rat ARF GTPase activating protein 1; Q62848; Arfgap1-stimulated ARF1 GTP hydrolysis, GDP FP detection; inhibition, % at 16.5 µM; 360,000 compounds, 0.26% hits; AID 651572;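 active = inhibition above a per-plate limit, mean inhibition of low control wells plus 3 SD, cut at about 25% in these data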;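 also: 0% = DMSO wells with enzyme and 100% = wells lacking Arfgap1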
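Assay system: Rat Arfgap1 GAP domain (His6, aa 1-136), purified enzyme | Buffer or medium: HEPES 25 mM pH 7.5, NaCl 150 mM, MgCl2, DTT | Schedule: GTP hydrolysis reaction 2 h at 25 °C | Signal: FP of antibody-bound GDP Alexa 633 tracer, ex 620/em 688 nm | Measure: Percent inhibition of Arfgap1-stimulated GTP hydrolysis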
SMARCA2 activ – increases SMARCA2 function in MMTV reporter cells | 370,000 compounds, 1% hits | activation, % at 9.1 µM | AID 652017 | MG213 cells, MMTV-luciferase reporter, dexamethasone, overnight; in the data active = activation above about 7.8%;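 also: 0% = vehicle wells and 100% = reference activator wells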
PG9 Ab binder – binds the HIV-1 gp120 antibody PG9; TR-FRET gp120-PG9 antibody binding; inhibition, % at 6.7 µM; 360,000 compounds, 0.43% hits; AID 624416; in the data active = inhibition above about 8.5%
rCAG RNA binder – binds r(CAG) RNA repeats; r(CAG) RNA repeat, TO-PRO-1 dye displacement fluorescence; inhibition, % at 3 µM; 370,000 compounds, 1.3% hits;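 active = inhibition above the plate cutoff, the mean of all test compounds on that plate plus 3 SD, cut at about 35% in these data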;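 also: 0% = DMSO alone and 100% = 100 µM mitoxantrone as full dye displacement; higher means more dye released from RNA so lower well fluorescence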
ASAP1 GAP inh – blocks human ASAP1-stimulated Arf1 GTP hydrolysis. 360,000 compounds, 0.19% hits. AID 624377. GDP FP detection. inhibition, % at 16.5 µM; in the data active = inhibition above about 25%;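 also: 0% = vehicle with enzyme and substrate and 100% = no enzyme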
ABHD4 inh – ABHD4 (mouse) inhibition, primary FP screen; Q8VD66; purified mABHD4, FP-Rh probe fluorescence polarization; inhibition, % at 8.92 µM; 370,000 compounds, 0.54% hits;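 active = inhibition exceeding the mean over every tested compound plus 3 SD, cut at about 30% in these data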;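 also: 0% = plate median of compound wells and 100% = S159A mutant with DMSO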
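Assay system: Wild-type mouse ABHD4 protein | Medium: HEPES pH 7.0 buffer, 150 mM NaCl, 0.01% Pluronic F-127 | Incubation: Enzyme–compound pre-incubation 45 min, then probe 60 min, both 25 °C | Technique: Fluorescence polarization with parallel and perpendicular emission, 525/598 nm | Evaluation: % inhibition of FP-Rh probe binding versus controls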
HTRA1 inh – HTRA1 (human) protease inhibition. recombinant HTRA1, FP-rhodamine activity-based probe, fluorescence polarization. inhibition, % at 5.96 µM. 340,000 compounds, 0.5% hits. AID 504803; in the data active = inhibition above about 36%;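 also: 0% = enzyme with DMSO and 100% = wells lacking enzyme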
NPR1 activator – GC-A (human) enzyme activation; P16066; activation, % at 10 µM; HEK293 GC-A cells, cGMP TR-FRET, EC30 ANP; 0% at EC30 ANP, 100% saturating ANP; AID 1671463; 370,000 compounds, 0.14% hits; in the data active = activation above about 40%
Target sequence (P16066 whole entry, looked up): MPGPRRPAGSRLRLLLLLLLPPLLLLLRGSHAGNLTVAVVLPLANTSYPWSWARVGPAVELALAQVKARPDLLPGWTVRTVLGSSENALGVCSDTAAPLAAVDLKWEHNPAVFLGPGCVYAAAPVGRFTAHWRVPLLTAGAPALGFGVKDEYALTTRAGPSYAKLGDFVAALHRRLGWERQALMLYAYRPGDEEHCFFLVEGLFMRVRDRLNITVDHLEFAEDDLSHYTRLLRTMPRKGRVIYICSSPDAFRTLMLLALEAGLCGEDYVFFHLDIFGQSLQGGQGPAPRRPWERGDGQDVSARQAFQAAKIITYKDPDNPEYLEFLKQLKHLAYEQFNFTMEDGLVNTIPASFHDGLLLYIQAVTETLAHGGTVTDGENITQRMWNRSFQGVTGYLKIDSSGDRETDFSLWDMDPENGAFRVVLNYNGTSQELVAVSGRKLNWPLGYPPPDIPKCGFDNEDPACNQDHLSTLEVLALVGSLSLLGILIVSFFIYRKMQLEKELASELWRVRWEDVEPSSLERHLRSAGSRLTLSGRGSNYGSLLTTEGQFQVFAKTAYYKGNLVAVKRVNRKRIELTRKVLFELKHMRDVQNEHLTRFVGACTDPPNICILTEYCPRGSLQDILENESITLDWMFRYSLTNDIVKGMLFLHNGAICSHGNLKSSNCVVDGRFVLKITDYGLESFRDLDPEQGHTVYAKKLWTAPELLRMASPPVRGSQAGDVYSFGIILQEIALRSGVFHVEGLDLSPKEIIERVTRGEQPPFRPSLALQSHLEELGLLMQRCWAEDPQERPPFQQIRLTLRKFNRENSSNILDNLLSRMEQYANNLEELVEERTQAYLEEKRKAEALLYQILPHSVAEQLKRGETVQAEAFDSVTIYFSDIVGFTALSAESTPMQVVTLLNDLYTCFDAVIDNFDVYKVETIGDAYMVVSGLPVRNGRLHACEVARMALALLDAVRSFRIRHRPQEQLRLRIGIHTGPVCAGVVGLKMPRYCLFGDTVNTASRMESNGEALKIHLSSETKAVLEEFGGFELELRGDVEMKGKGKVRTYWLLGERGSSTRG
Rev-erbA mod – modulators of human Rev-erb alpha DNA binding; activity, % at 10 µM; Rev-erbα–FITC-DNA binding, fluorescence polarization, 90 min; AID 1259318; P20393; 370,000 compounds, 0.79% hits;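 active = activity above about 14%, limit read from the data; passing the limit was not always enough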;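 also: 0% = DMSO wells with 35 nM protein and 100% = DMSO wells with 750 nM protein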
NPR2 activator – GC-B (human) receptor activation; P20594; HEK293-GC-B cells, CNP EC30, cGMP TR-FRET; 0% at EC30 CNP, 100% saturating CNP; activation, % at 10 µM; 370,000 compounds, 0.11% hits;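 active = activation at 10 µM reaching about 35% in either raw or pattern-adjusted values, limit read from the data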
* marks the source's active call; other numbers are inactive results; x = not tested or not shown.

SMILES	ARFGAP1 inh	SMARCA2 activ	PG9 Ab binder	rCAG RNA binder	ASAP1 GAP inh	ABHD4 inh	HTRA1 inh	NPR1 activator	Rev-erbA mod	NPR2 activator
O=C(O)C1C2CCC(O2)C1C(=O)Nc1ccc(Cl)cc1F (configuration not stated)	-12.6	-0.8	0.4	-0.8	-1.6	2.2	2.9	-1.9	-3.9	2.6
O=C(CN1C(=O)c2ccccc2S1(=O)=O)NC(Nc1ccccc1F)C(Cl)(Cl)Cl (configuration not stated)	9.8	-2.3	-2.1	4.8	-0.3	-6.1	-22.5	-5.9	7.6	-1.5
CCc1ccccc1N(C(=O)c1ccco1)C(C(=O)NC1CCCC1)c1cccnc1 (configuration not stated)	-10.7	-2.1	-1.7	-8.6	0.0	-1.3	0.6	-2.0	6.1	1.7
O=C(NCCc1ccccc1Cl)C1CCC(=O)N(C2CCCCCC2)C1 (configuration not stated)	-2.3	-2.3	-0.8	-5.8	3.6	4.2	0.7	0.7	3.5	-4.3
NC(=O)c1ccc(NC(=O)C2COc3ccccc3O2)cc1 (configuration not stated)	1.0	-2.8	-0.7	8.9	-2.8	6.7	0.6	1.1	-1.3	7.3
O=C(Nc1ccc2c(c1)N(S(=O)(=O)c1cccs1)CCC2)c1c(F)cccc1Cl	-1.3	-2.3	1.1	7.0	-13.8	-42.6	-41.9	-1.0	7.3	2.4
Cc1cc(C)n(CC(C)(O)c2ccccc2)n1 (configuration not stated)	4.8	0.7	-0.1	-1.5	-5.7	4.5	1.4	-0.9	-0.5	2.5
NC(=O)c1c(/N=C/c2cccnc2)sc2c1CCCC2	-11.3	7.1	-6.1	-8.4	6.4	9.3	x	-2.9	-1.0	-0.6
CCN(CC)c1ccc(O)c(C=Nc2ccc(C)c(C)c2)c1	-6.8	-2.2	0.5	-0.2	-0.1	7.5	-1.7	5.2	-2.0	6.3
CCOC(=O)CC(=O)CSc1nc2c(sc(=S)n2-c2ccc(C)c(C)c2)c(=O)[nH]1	-8.2	-2.1	-3.1	70.4*	1.1	-20.0	-0.7	-2.0	3.8	-3.5
CCOC(=O)N1CCC(=NNC(=O)c2ccc(O)cc2)CC1	-4.7	-1.4	0.7	0.5	7.7	13.8	-6.6	-0.7	2.7	-3.5
O=C(Nc1nnc(-c2cccs2)o1)c1ccc(S(=O)(=O)N2CCOCC2)cc1	-3.0	-3.2	-1.5	13.1	2.4	6.8	-1.9	-3.2	0.8	5.0
COc1ccc(C2OC(=O)CC2C(=O)NC2CCCC(C)C2C)cc1OC (configuration not stated)	6.4	-2.3	-0.7	-1.4	-14.6	14.4	0.0	-2.9	6.5	-5.3
Cc1ccc(CN2CCNC(=O)C2CC(=O)NCc2cc(C)n(C)n2)cc1 (configuration not stated)	0.6	-0.8	-0.9	-4.1	-1.6	0.3	1.5	1.3	-1.6	-1.6
COc1ccc(N(C)C(=O)c2sc(Cl)nc2C)cc1	0.0	-1.4	-2.0	-2.4	-15.3	6.5	6.7	-4.6	-1.8	4.4
O=C(OC1CCOC1=O)c1ccc2ncsc2c1 (configuration not stated)	0.0	11.7*	-1.2	6.4	-6.8	-4.2	3.6	-0.2	0.6	-1.7
COc1ccccc1/C=C/C1=NC(=C\C=C/c2ccccc2)/C(=O)O1	1.8	0.8	-1.8	46.0*	13.2	7.9	-21.9	5.6	-6.8	1.3
COc1cc(OCc2ccccc2)c(OC)c(OCc2ccccc2)c1	-0.3	1.7	2.3	3.2	-4.5	-13.5	-25.1	-11.5	8.7	-1.4
CC1(C)CC(=O)c2sc(NC(=O)C3COc4ccccc4O3)nc2C1 (configuration not stated)	-0.7	2.8	3.9	3.7	-1.7	-3.4	-5.7	3.7	-0.9	2.0
CS(=O)(=O)O/N=C1\CCCCC1c1ccc([N+](=O)[O-])cc1[N+](=O)[O-] (configuration not stated)	5.4	-1.8	1.6	-0.1	-0.2	8.9	1.7	-2.4	-4.5	-0.5
Cc1ccccc1NC(=O)Cn1nnc(-c2ccc(CN3CCC(C)CC3)cc2)n1	-0.4	-0.9	1.8	0.1	-12.2	-3.3	0.7	0.2	-4.7	1.1
CC(NC(=O)CN1CCN(c2ncccn2)CC1)c1ccc(F)cc1 (configuration not stated)	-8.4	1.3	-1.7	-2.0	-15.5	-2.5	5.2	-21.2	-8.1	-4.3
Cc1nc(SCc2ccc(Cl)c(Cl)c2)ncc1C(=O)O	10.3	0.7	-0.4	8.0	1.8	-10.7	-12.9	-4.5	5.1	-0.7
C=CC(=O)NC(NC(=O)C=C)c1ccc(Br)cc1	3.5	-3.5	-4.6	2.9	12.8	-3.0	4.8	-2.7	2.6	-4.0

An excerpt of the results above, for reference:
SMILES	ARFGAP1 inh	SMARCA2 activ	PG9 Ab binder	rCAG RNA binder	ASAP1 GAP inh	ABHD4 inh	HTRA1 inh	NPR1 activator	Rev-erbA mod	NPR2 activator
Cc1nc(SCc2ccc(Cl)c(Cl)c2)ncc1C(=O)O	10.3	0.7	-0.4	8.0	1.8	-10.7	-12.9	-4.5	5.1	-0.7
C=CC(=O)NC(NC(=O)C=C)c1ccc(Br)cc1	3.5	-3.5	-4.6	2.9	12.8	-3.0	4.8	-2.7	2.6	-4.0

The results go on:
SMILES	ARFGAP1 inh	SMARCA2 activ	PG9 Ab binder	rCAG RNA binder	ASAP1 GAP inh	ABHD4 inh	HTRA1 inh	NPR1 activator	Rev-erbA mod	NPR2 activator
CCCN(C1CCS(=O)(=O)C1)S(=O)(=O)c1ccc2ccccc2c1 (configuration not stated)	-4.2	-2.3	-0.7	3.7	-4.8	-2.7	6.7	-2.3	6.8	3.9
O=C(C[C@@H]1C[C@@H]2c3cc(NS(=O)(=O)c4ccc(F)cc4)ccc3O[C@@H]2[C@H](CO)O1)N1CCc2ccccc2C1	0.4	-5.9	1.8	5.3	-10.7	-11.8	-4.6	2.0	0.5	-0.2
COc1cc(/C=C/C(=O)OCC(=O)N2CCc3ccccc32)cc(OC)c1OC	3.6	-3.6	-1.7	1.3	1.8	-6.1	0.7	-0.4	-0.2	0.3
O=C(CCCN1C(=O)c2ccccc2C1=O)NCc1ccco1	3.4	-2.3	0.7	-3.0	8.8	1.4	6.6	1.3	0.5	3.9
COc1ccc(Br)c(C(=O)NC2CCCC2)c1	11.2	1.1	-1.1	4.8	-2.1	-2.4	0.8	1.4	3.7	4.0
CCOC(=O)[C@@H]1[C@H]2COc3cc(OC)ccc3[C@H]2N2C(=O)N(c3ccc(C)cc3)C(=O)[C@@]12C	-4.8	-0.3	0.9	-4.2	-3.7	4.0	-14.5	-0.7	-2.2	2.6
Cc1ccc(CNC(=O)Cn2c(=O)n(-c3ccccc3)c(=O)c3sccc32)cc1	2.2	2.1	1.6	0.0	2.0	-0.1	0.1	-0.6	-4.5	3.2
CC(=O)OCC(=O)C12OC(C)(C)OC1CC1C3CC=C4CC(O)CCC4(C)C3CCC12C (configuration not stated)	-11.4	-5.5	1.0	1.0	14.7	-4.8	1.1	-10.2	-7.2	-12.5
S=C1NC[C@H](Cc2ccccc2)N1CCc1cccc2ccccc12	-1.1	-0.3	0.3	-1.6	-0.5	-4.5	-46.8	-2.3	1.5	-2.8
CCOc1ccc(N2CC(NC(=O)c3cccc4ccccc34)CC2=O)cc1 (configuration not stated)	0.3	3.7	0.0	-1.4	1.9	-1.4	-5.7	-1.6	0.3	0.2
O=C(OCc1ccccc1)N1CCC2CC1c1cc(N3CCN(S(=O)(=O)c4cccc(C(F)(F)F)c4)CC3)ccc12 (configuration not stated)	4.9	-3.3	-0.1	7.3	-2.0	-11.6	-1.9	-2.2	5.1	5.3
CCOC(=O)C1CCCN(C(=O)CCNS(=O)(=O)c2ccc(Br)cc2)C1 (configuration not stated)	-0.2	-3.0	1.5	2.2	-0.8	-10.2	2.1	-6.8	-6.9	-5.6
OC(c1ccc(F)cc1)c1ncc(-c2ccccc2Cl)[nH]1 (configuration not stated)	-1.5	4.9	0.1	2.4	-8.6	-0.2	x	-0.9	-6.3	1.4
CC(=O)Nc1ccc(C(=O)CSc2nc3ccc(C)cc3[nH]2)cc1	-7.3	7.3	-0.8	14.5	-0.6	-2.3	-4.2	-0.6	-3.6	-0.3
COc1ccc(Nc2cc(C)nc3ccc(C)cc23)cc1	11.1	-6.1	0.0	6.5	-0.6	8.9	-2.9	3.8	-5.0	-4.7
Nc1ccn(CC(=O)NCCCc2ccccc2)c(=O)n1	7.9	-0.3	1.3	1.7	19.1	3.7	-2.8	3.4	-0.5	5.5
C[C@@H](c1ccccc1)N1C[C@H]2CCCN2c2cc(Br)ccc2S1(=O)=O	-9.5	-0.1	-0.8	5.4	-2.8	-3.0	-23.2	-6.0	-0.5	2.4
COc1ccc(CCNC(=O)c2noc3c2CCCC3)cc1OC	-10.9	-0.9	-1.6	-1.2	-3.3	0.9	-2.8	-0.3	-1.9	5.2
O=C(C(Cc1ccccc1)n1cccc1)N1CCN(C2CCCCC2)CC1 (configuration not stated)	15.2	3.8	0.7	0.0	8.9	1.8	-0.3	1.5	4.9	-1.2
CNC(=O)CSc1nnc(-c2ccccc2F)n1CCc1ccccc1	3.8	-6.7	0.0	-2.9	-11.0	7.7	4.2	-0.3	3.8	4.1
COc1cc(C(=O)OCC(=O)NC23CC4CC(CC(C4)C2)C3)cc(OC)c1OC	9.7	0.8	0.3	-9.8	10.2	-8.1	-5.5	3.4	6.1	-2.1
CCOC(=O)N1CCN(C(=O)c2ccc(C)c(S(=O)(=O)Nc3cccc(C)c3C)c2)CC1	-1.4	-0.8	0.1	-7.9	2.7	2.6	2.6	-1.7	-0.5	2.3
COc1ccc(CNC(=O)C(C)NC(=O)c2cc3ccccc3o2)cc1 (configuration not stated)	3.8	1.3	1.0	-3.2	-7.0	2.0	-4.3	1.4	5.9	7.6
COc1ccc(C(CC(=O)O)c2ccc3c(c2)OCO3)cc1 (configuration not stated)	4.1	-2.3	-0.1	2.2	-5.2	-21.8	-8.2	-1.1	0.3	1.3
Cc1ccc(NC(=O)Nc2cnccn2)cc1	-0.5	10.0*	-1.4	1.7	7.1	0.1	-7.1	4.6	3.9	-1.6

Record cards, from the list above. Values in the order: ARFGAP1 inh	SMARCA2 activ	PG9 Ab binder	rCAG RNA binder	ASAP1 GAP inh	ABHD4 inh	HTRA1 inh	NPR1 activator	Rev-erbA mod	NPR2 activator
Record of `COc1ccc(CNC(=O)C(C)NC(=O)c2cc3ccccc3o2)cc1` (configuration not stated) = 3.8	1.3	1.0	-3.2	-7.0	2.0	-4.3	1.4	5.9	7.6
Record of `CCOC(=O)N1CCN(C(=O)c2ccc(C)c(S(=O)(=O)Nc3cccc(C)c3C)c2)CC1` = -1.4	-0.8	0.1	-7.9	2.7	2.6	2.6	-1.7	-0.5	2.3

As entered above:
COc1cc(C(=O)OCC(=O)NC23CC4CC(CC(C4)C2)C3)cc(OC)c1OC @ Rev-erbA mod = 6.1
COc1ccc(C(CC(=O)O)c2ccc3c(c2)OCO3)cc1 (configuration not stated) @ ARFGAP1 inh = 4.1
C[C@@H](c1ccccc1)N1C[C@H]2CCCN2c2cc(Br)ccc2S1(=O)=O @ rCAG RNA binder = 5.4
O=C(C(Cc1ccccc1)n1cccc1)N1CCN(C2CCCCC2)CC1 (configuration not stated) @ HTRA1 inh = -0.3
